# Tb PFK block: qHTS Assay to Find Inhibitors of T. brucei phosphofructokinase. T. brucei PFK, ADP-Glo luminescence. Potency, µM (top dose mostly 57.5 µM), for the others: at the highest dose activity, negative = inhibition, hits mostly inhibitors. actives 0.17% (n = 330,000). AID 485367, 2010;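 also: potency is read from the fitted curve at half-maximal effect; 0% = uninhibited 1x PFK enzyme wells and -100% = no-enzyme wells; nearly all actives have a fitted effect of over 60% in size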
#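 In TEA buffer at pH 8.0 with 5 mM MgCl2, enzyme (1.25 nM) converted F6P (0.5 mM) and ATP (0.1 mM) for 45 min at room temperature. ADP product was read by luciferase luminescence.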
# ELG1 DNA repair: qHTS screen for small molecules that inhibit ELG1-dependent DNA repair in human embryonic kidney (HEK293T) cells expressing luciferase-tagged ELG1. HEK293T ELG1-luciferase reporter, luminescence, 16 h; DNA damage induced by 5-fluorouridine. actives 2.3% (n = 330,000). Potency, µM (series often up to 46.1 µM), inactives show at the top dose activity change, negative = inhibition, hits mostly inhibitors; also: potency is read from the fitted curve at half-maximal effect; % is scaled to controls: 0 for no effect and ±100 for the full control effect; nearly all actives have a fitted effect of over 55% in size
#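 Quantitative HTS, concentration-response format. 2,000 cells/well co-treated with 5-fluorouridine and compound, 16 hr in 5% CO2 at 37 °C; ONE-Glo luminescence read after 30 min.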
# Chronic BCR inh: qHTS Assay to Find Inhibitors of Chronic Active B-Cell Receptor Signaling; ABC-DLBCL IkBa-CBG/CBR reporter, luminescence ratio, 4 h; Potency, µM (doses to about 46.1 µM), without a hit: at the top dose ratio change, negative = lower green/red ratio, most hits filed as inhibitors; actives 0.05% (n = 340,000); active = well fitted inhibition curve with a large enough effect in the signal ratio, with a control signal flat, not every such curve was filed as active; inconclusive = small, poorly fitted or top-dose-only effect, or effect the other way, or a change in a side signal; the % refers to the signal ratio;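 also: potency is read from the fitted curve at half-maximal effect; plate controls were basal doxycycline-induced cells for no effect and cells given 10 µM MG132 for full effect; MG132 reads +100%, hits lower the ratio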
#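 TMD8 ABC-DLBCL cells carrying doxycycline-inducible green luciferase fused to IkappaBalpha plus unfused red luciferase were exposed to compounds (up to 46 uM) for 4 hrs at 37C. Activity came from the overlap-corrected green/red luminescence ratio.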
# TSHR antag: Antagonists of the Thyroid Stimulating Hormone Receptor: HTS campaign | TSHR-expressing cells, TSH-stimulated cAMP HTRF, 2 h; active compounds read low | Thyrotropin receptor (Homo sapiens), P16473 | activity change, negative = inhibition, % at 11.5 µM | actives 0.2% (n = 330,000);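 active = activity change below a set negative limit, meaning inhibition stronger than a set level, cut at about -70% in these data; inconclusive = activity change between two set negative limits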; also: % is scaled to controls: 0 for no effect and ±100 for the full control effect
#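 Freshly harvested TSHR cells receive pin-tooled compound, then EC80 TSH at 4nM final. After 2 hours at 37 deg C, antibody in lysis buffer and cAMP-d2 are added; 30 minutes at ambient temperature precede the HTRF read.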
# PTAP TSG101 blk: qHTS Assay for Iinhibitors of HIV-1 Budding by Blocking the Interaction of PTAP/TSG101; AID 493005, 2010; Fluorescence polarization, FITC-PTAP peptide / Tsg101 binding; Tumor susceptibility gene 101 protein (Homo sapiens), Q99816; Potency, µM (top dose mostly 115 µM), inactives show at the highest dose activity change, negative = inhibition, actives largely listed as inhibitors; 340,000 tested, under 10 active; active = well fitted inhibition curve with a large enough effect in the main read-out, with a control signal flat, not every such curve was filed as active; inconclusive = small, poorly fitted or top-dose-only effect, or effect the other way, or a change in a side signal; inactive = no such curve, though single readings can be large or run the other way; also: potency is read from the fitted curve at half-maximal effect; % of control where 0% means no effect
# Target sequence (Q99816 whole entry, looked up): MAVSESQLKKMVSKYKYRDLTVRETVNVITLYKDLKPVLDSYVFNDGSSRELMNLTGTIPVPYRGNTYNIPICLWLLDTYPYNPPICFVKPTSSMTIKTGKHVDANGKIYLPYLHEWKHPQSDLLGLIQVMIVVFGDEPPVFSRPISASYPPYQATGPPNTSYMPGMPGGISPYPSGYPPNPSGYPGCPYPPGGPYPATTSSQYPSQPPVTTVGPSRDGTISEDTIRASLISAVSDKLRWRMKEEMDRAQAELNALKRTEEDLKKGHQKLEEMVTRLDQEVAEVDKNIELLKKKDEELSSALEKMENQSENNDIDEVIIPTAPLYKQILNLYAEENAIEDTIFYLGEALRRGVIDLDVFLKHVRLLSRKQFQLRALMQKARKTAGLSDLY
#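 Tsg101 binding domain (10 uM final) was mixed with compound and a FITC-labeled PTAP peptide (50 nM final) in HEPES pH 7.5 buffer with NaCl, Tween 20, EDTA and TCEP; fluorescence polarization was read after 20 min at r.t.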
# USP2a block: qHTS Assay for Inhibitors of Ubiquitin-specific Protease USP2a Using CHOP2 as the Reporter; actives 0.01% (n = 330,000); Potency, µM (titrated, usually from 38.3 µM), for inactives: top-dose activity change, negative = inhibition, actives largely listed as inhibitors; USP2 core, Ub-CHOP2 coupled fluorogenic reporter, 485/531; Ubiquitin carboxyl-terminal hydrolase 2 (Homo sapiens), O75604;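 also: potency is read from the fitted curve at half-maximal effect; plate controls were DMSO wells for no effect and full inhibition by NEM control for full effect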
# Target sequence (O75604 whole entry, looked up): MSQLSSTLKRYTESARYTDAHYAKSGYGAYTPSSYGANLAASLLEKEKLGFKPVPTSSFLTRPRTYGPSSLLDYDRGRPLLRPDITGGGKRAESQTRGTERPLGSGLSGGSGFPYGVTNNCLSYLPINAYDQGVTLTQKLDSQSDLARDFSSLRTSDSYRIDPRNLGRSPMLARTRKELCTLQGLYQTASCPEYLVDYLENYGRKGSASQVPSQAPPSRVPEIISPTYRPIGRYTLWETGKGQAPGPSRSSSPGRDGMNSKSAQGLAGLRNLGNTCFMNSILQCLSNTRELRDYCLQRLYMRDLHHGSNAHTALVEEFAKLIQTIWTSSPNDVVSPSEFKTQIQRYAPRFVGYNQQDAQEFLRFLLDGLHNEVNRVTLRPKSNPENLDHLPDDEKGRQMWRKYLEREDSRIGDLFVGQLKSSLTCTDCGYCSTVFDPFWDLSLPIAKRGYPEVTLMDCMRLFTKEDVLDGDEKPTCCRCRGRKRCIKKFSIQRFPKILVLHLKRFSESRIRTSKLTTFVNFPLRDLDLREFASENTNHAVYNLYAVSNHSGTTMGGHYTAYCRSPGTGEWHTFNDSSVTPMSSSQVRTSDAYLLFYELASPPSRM
#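 USP2 core (10nM final) preincubated 30min RT with compound in 20mM Tris-HCl pH 8.0, 2mM CaCl2, 2mM beta-mercaptoethanol, 0.05% CHAPS; 25nM Ub-CHOP2 plus 25nM reporter substrate added, fluorescence (Ex485/Em531) read after 60min.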
# TCR activator: Activators of T cell receptors: qHTS campaign | primary human leukocytes, anti-CD3, IL-2 HTRF, 48 h | Potency, µM (top dose mostly 9.22 µM), without a hit: at the top dose activation of IL-2 secretion, usual class: activators | 330,000 tested, under 10 active; also: % of control where 0% means no effect
#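 48 hr co-incubation of compounds, a-CD3 beads and primary human leukocytes; IL-2 quantified homogeneously by HTRF with anti-IL-2 K and d2 conjugates.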
# Eya2 phos inh: qHTS Assay for Inhibitors of the Phosphatase Activity of Eya2 | recombinant Eya2, OMFP fluorescence dephosphorylation (OMFP is methylfluorescein phosphate) | Potency, µM (doses to about 76.9 µM), for inactives: top-dose activity, negative = inhibition, usual class: inhibitors | actives 0.006% (n = 330,000); also: potency is read from the fitted curve at half-maximal effect; % is scaled to controls: 0 for no effect and ±100 for the full control effect
#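 Eya2 (0.2 uM) preincubated 10 min at ambient with compound, then OMFP substrate added at 50 uM; 10 min reaction in 50 mM HEPES pH 7.5, 50 mM NaCl, 5 uM MgCl2, 0.05% BSA, 1 mM DTT. Fluorescence read at Ex 485/Em 525 nm.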
# Mito fusion act: qHTS Assay for Small Molecule Inhibitors of Mitochondrial Division or Activators of Mitochondrial Fusion | actives 0.23% (n = 320,000) | S. cerevisiae fusion-defective mutant growth rescue, CellTiterGlo 48 h | AID 485298, 2010 | Potency, µM (series often up to 46.1 µM), without a hit: at the highest dose growth rescue (activation), usual class: activators;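 also: potency is read from the fitted curve at half-maximal effect; % of control where 0% means no effect; nearly all actives have a fitted effect of over 45% in size; temperature-sensitive fusion mutants such as fzo1-1 at 37 °C on non-fermentable ethanol glycerol medium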
#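 Yeast fusion mutant, YPEG (non-fermentable carbon), compound, 48 h at 37C non-permissive; CellTiterGlo added, 10 min RT, luminescence read. Rescued growth = division inhibition.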
# uPA generation: qHTS for Inhibitors of Cell Surface uPA Generation. actives 0.31% (n = 330,000). Potency, µM (titrated, usually from 38.3 µM), inactives show at the highest dose activity change, negative = inhibition, actives largely listed as inhibitors. AID 540303, 2011. cell surface uPA generation assay, qHTS; active = well fitted inhibition curve with a large enough effect; inconclusive = small, poorly fitted or top-dose-only effect; inactive = no such curve, though single readings can be large or run the other way; tested in mouse RAW 264.7 cells; also: potency is read from the fitted curve at half-maximal effect; % is scaled to controls: 0 for no effect and ±100 for the full control effect; nearly all actives have a fitted effect of over 55% in size
# B2AR arrestin: qHTS assay of beta-arrestin-biased ligands of beta2-adrenergic receptor; actives 0.02% (n = 330,000); beta-arrestin recruitment to beta2AR, cell-based reporter; Potency, µM (doses to about 46.1 µM), without a hit: at the top dose activation, actives largely listed as activators; Beta-2 adrenergic receptor (Homo sapiens), P07550;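 also: potency is read from the fitted curve at half-maximal effect; 0% = DMSO controls and full agonism = EC100 isoproterenol or metaproterenol; nearly all actives have a fitted effect of over 65% in size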
# Active calls of the source: *; ? = inconclusive; . = no result given; [ ] = remark or other dose. Unless noted, calls follow the shape of the dose curve; as a rule, active = well fitted curve in the direction sought with a large enough effect; inconclusive = small, poorly fitted or top-dose-only effect, or another doubt; inactive = no such curve, though single readings can be large; an effect the other way counts as inactive or inconclusive.
SMILES,Tb PFK block,ELG1 DNA repair,Chronic BCR inh,TSHR antag,PTAP TSG101 blk,USP2a block,TCR activator,Eya2 phos inh,Mito fusion act,uPA generation,B2AR arrestin
Cn1c(=O)c2c(nc(N3CCOCC3)n2CCCNC2=NCCC2)n(C)c1=O,-2%,1%,-1%,6,-3%,3%,-5%,-2%,-4%,8%,1.8%
CCC(C)NC(=O)C1CCN(S(=O)(=O)c2ccc3c(c2)CC(C)N3C(C)=O)CC1 (configuration not stated),0%,-13%,-6%,-3,-5%,0%,-3%,-6%,-1%,2%,-0.3%
C=CCn1c2ccccc2c2nnc(SCC(=O)NC(C(=O)OC)C(C)C)nc21 (configuration not stated),8%,?,0%,0,-14%,0%,-85%,-4%,15%,-1%,3.1%
Cc1occc1C(=O)Nc1ccc(S(=O)(=O)N2CCN(C)CC2)cc1,0%,-6%,8%,13,-3%,2%,-48%,6%,2%,.,-0.2%
Cc1ccc(OCC(=O)N(C)CC(=O)Nc2ccc(F)cc2)c([N+](=O)[O-])n1,-5%,4%,0%,-5,-12%,1%,-4%,4%,1%,-1%,-0.2%
O=C(Nc1cccc(C(F)(F)F)c1)c1cc2ncc(Br)cn2n1,-7%,?,24%,9,-4%,2%,4%,-22%,2%,.,-0.3%
CCCCCCCCn1c(=O)c(C(=O)OC)c(N)c2ccccc21,2%,?,4%,-32,-7%,0%,1%,-10%,-9%,-11%,0.2%
CC[n+]1c(/C=C/Nc2ccccc2)oc2ccccc21,1%,-24%,-3%,-8,16%,5%,0%,-1%,5%,-21%,0.4%
Cc1cccc(CS(=O)(=O)Cc2ccc(C(=O)NC3CCCCCC3)o2)c1,1%,-10%,1%,0,-4%,-1%,3%,1%,2%,-4%,-0.9%
COCCN(C(=O)CSc1nn(-c2ccc(F)cc2)c(=S)s1)c1c(N)n(CC(C)C)c(=O)[nH]c1=O,-4%,1%,4%,4,2%,-4%,3%,-1%,3%,0%,0.0%
O=C(NCc1ccccc1F)C(=O)NCC1CCCN1S(=O)(=O)c1ccccc1 (configuration not stated),-3%,-7%,-17%,2,-2%,-1%,-4%,14%,6%,6%,0.0%
CN(NC(=O)c1ccc(Cl)cc1Cl)C1=NS(=O)(=O)c2ccccc21,0%,-17%,2%,-1,0%,0%,0%,-7%,-6%,-5%,0.0%
O=C(NCc1n[nH]c(=S)n1-c1ccccc1)c1cccs1,-1%,8%,3%,7,0%,1%,1%,-10%,1%,-3%,0.0%
COc1cccc(C(C(=O)NC2CCCC2)N(C(=O)c2ccco2)c2ccc(C(C)=O)cc2)c1OC (configuration not stated),2%,3%,-1%,0,0%,1%,-8%,-2%,4%,-1%,-0.1%
O=C(NC1(C(F)(F)F)NC(=O)N(c2ccccc2)C1=O)c1cccs1 (configuration not stated),0%,-2%,1%,5,-2%,-1%,4%[46.1 µM],6%,3%,2%,-0.9%

# Entries of single compounds, looked up by structure. Order of screens: Tb PFK block | ELG1 DNA repair | Chronic BCR inh | TSHR antag | PTAP TSG101 blk | USP2a block | TCR activator | Eya2 phos inh | Mito fusion act | uPA generation | B2AR arrestin
# CC[n+]1c(/C=C/Nc2ccccc2)oc2ccccc21 reads 1% | -24% | -3% | -8 | 16% | 5% | 0% | -1% | 5% | -21% | 0.4%
# Cc1cccc(CS(=O)(=O)Cc2ccc(C(=O)NC3CCCCCC3)o2)c1 reads 1% | -10% | 1% | 0 | -4% | -1% | 3% | 1% | 2% | -4% | -0.9%
# CCCCCCCCn1c(=O)c(C(=O)OC)c(N)c2ccccc21 reads 2% | ? | 4% | -32 | -7% | 0% | 1% | -10% | -9% | -11% | 0.2%
# COCCN(C(=O)CSc1nn(-c2ccc(F)cc2)c(=S)s1)c1c(N)n(CC(C)C)c(=O)[nH]c1=O reads -4% | 1% | 4% | 4 | 2% | -4% | 3% | -1% | 3% | 0% | 0.0%

# Next part:
SMILES,Tb PFK block,ELG1 DNA repair,Chronic BCR inh,TSHR antag,PTAP TSG101 blk,USP2a block,TCR activator,Eya2 phos inh,Mito fusion act,uPA generation,B2AR arrestin
Cc1cccn2c(=O)cc(COC(=O)C(C)Oc3ccccc3)nc12 (configuration not stated),-16%,2%,6%,-2,-9%,-4%,12%,1%,.,1%,3.7%
S=C1NC(c2ccccc2)N2C(=S)NC(c3ccccc3)N12 (configuration not stated),?,?,8%,1,-6%,2%,-1%,0%,1%,-1%,0.0%
O=C(Nc1ccc([N+](=O)[O-])cc1)Nc1ccc(Cl)cc1F,-2%,1%,?,-30,0%,10%,2%,9%,4%,-1%,0.8%
CSCc1c(C(=O)NCCc2ccccn2)oc2ccccc12,0%,2%,7%,-12,-12%,0%,1%,-6%,5%,1%,-0.1%
COc1ccc(C(=O)N2CCN(Cc3ccccc3[N+](=O)[O-])CC2)cc1,6%,-1%,-16%,25,0%,-1%,7%,-5%,0%,7%,3.1%
COc1ccc(C(NC(=O)CN2C(=O)NC3(CCc4ccccc43)C2=O)c2ccccc2)cc1 (configuration not stated),-1%,-24%,3%,135,3%,0%,0%,10%,6%,-14%,0.1%
COc1ccc(NC2=Nc3ccccc3CC2)cc1,-24%,?,?,0,-7%,-1%,-13%,16%,-1%,-16%,0.2%
c1ccc(-c2noc(CN3CCN(c4ccccc4)CC3)n2)cc1,-1%,-1%,?,-3,-3%,0%,-6%,6%,3%,9%,-0.5%
Cc1cc(=O)oc2cc(OCC(=O)NCCCN3CCCC3=O)c(Cl)cc12,4%,22%,-1%,19,-1%,2%,2%,0%,-1%,-4%,0.3%
O=C1CN(S(=O)(=O)c2ccccc2C(F)(F)F)CCN1,-2%,-8%,8%,-10,0%,-2%,-1%,-5%,-1%,-5%,0.3%
O=C(O)c1ccc(COc2ccccc2/C=C2\NC(=O)N(Cc3ccccc3F)C2=O)cc1,0%,?,-15%,-39,2%,4%,3%,0%,5%,-3%,0.1%
Cc1cc(C(=O)CSc2nnc(C3CC3)n2C2CC2)c(C)n1C(C)C,-4%,?,0%,-9,-7%,-3%,6%,3%,0%,-3%,0.1%
C/C(=N\NC(=O)CCc1ccc(S(=O)(=O)N2CCOCC2)cc1)c1ccccc1Cl,0%,-5%,2%,-14,-1%,2%,-13%,-4%,-3%,4%,-0.1%
COc1ccc(-c2nsc3c(N4CCCC4)ncnc23)cc1,0%,?,5%,0,-6%,-2%,-1%,0%,2%,-1%,-0.8%
Cn1c(=O)[nH]c(=O)c2c1nc(N1CCOCC1)n2CCSc1nc2ccccc2[nH]1,-3%,11%,-1%,-12,0%,-1%,6%,10%,1%,-3%,-0.6%
CCC(CC)C(=O)NCCc1cc2ccc(OC)cc2[nH]c1=O,-2%,?,-1%,5,-4%,0%,3%,4%,2%,0%,-0.6%
Cc1ccc(NC(=O)CSCc2ccco2)cc1,-4%,?,?,-3,-1%,4%,3%,3%,15%,-1%,-0.2%
COC(=O)/C(C#N)=C/c1c(N2CCN(c3ccccc3)CC2)nc2c(C)cccn2c1=O,0%,?,10%,-11,0%,0%,-1%,13%,?,48%[activator],0.7%
Nc1nnc(SCc2ccc(F)cc2)n1-c1ccccc1,-3%,5%,0%,4,-5%,1%,-2%[46.1 µM],-2%,-5%,.,-0.7%

# No enrichment for hits. Share with any hit: about 3%.
